PME-1 inh: PME-1 inhibitors via competitive probe labeling, primary screen, biochemical, fluorescence polarization, FP-Rh probe, HTS; Protein phosphatase methylesterase 1 (Homo sapiens), Q9Y570; recombinant PME-1; inhibition, % at 5.9 µM; hit rate 0.53% among 320,000;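 active = inhibition above the campaign mean of all compounds plus 3 SD, cut at about 26% in these data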;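 note: competitive labeling of PME-1 active site by serine hydrolase directed probe; 0% = PME-1 with DMSO and 100% = wells lacking PME-1 enzyme; inhibitors block probe labeling so polarization falls and inhibition rises; many of its hits are not listed in these tables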
Target sequence (Q9Y570 whole entry, looked up): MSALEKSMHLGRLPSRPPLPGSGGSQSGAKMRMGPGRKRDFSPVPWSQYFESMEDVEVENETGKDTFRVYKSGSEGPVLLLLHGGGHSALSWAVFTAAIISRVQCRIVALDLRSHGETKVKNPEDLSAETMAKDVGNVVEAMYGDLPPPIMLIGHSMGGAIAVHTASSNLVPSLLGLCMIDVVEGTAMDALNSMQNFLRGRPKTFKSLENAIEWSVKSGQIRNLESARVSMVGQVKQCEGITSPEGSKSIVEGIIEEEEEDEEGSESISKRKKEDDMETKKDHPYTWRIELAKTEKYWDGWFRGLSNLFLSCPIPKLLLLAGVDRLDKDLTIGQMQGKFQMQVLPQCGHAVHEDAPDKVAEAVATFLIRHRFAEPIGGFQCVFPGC
MCL1 BIM primary: inhibitors of MCL1 binding to BIM-BH3, primary screen, biochemical, fluorescence polarization; GST-MCL1 / FITC-Bim-BH3 fluorescence polarization; inhibition, % at 10.9 µM; hit rate 0.68% among 320,000; AID 2057, 2009;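 active = inhibition above the mean inhibition of all tested compounds plus 3 SD, set per campaign, cut at about 40% in these data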;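 note: 0% = DMSO wells and 100% = unlabeled Bim-BH3 peptide control; higher means more loss of mP so more displacement of Bim peptide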
Target sequence (Q07820 whole entry, looked up): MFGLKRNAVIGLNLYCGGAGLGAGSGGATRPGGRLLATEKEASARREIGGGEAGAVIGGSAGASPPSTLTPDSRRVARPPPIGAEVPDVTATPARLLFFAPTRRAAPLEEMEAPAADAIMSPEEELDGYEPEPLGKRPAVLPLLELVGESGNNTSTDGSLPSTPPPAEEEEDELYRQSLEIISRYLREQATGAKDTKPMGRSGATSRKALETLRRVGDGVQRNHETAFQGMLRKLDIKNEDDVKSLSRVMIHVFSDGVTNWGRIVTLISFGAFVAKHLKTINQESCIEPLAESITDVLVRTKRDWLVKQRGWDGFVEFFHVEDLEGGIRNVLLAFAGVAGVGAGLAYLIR
GRK2 inh: compounds blocking aptamer binding on GRK2 – biochemical, human GRK2, bead flow cytometry, HTS, primary screen; FAM-aptamer displacement from GRK2; hit rate 0.59% among 330,000; inhibition of aptamer binding, % at 10 µM;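 active = inhibition of aptamer binding above 40%, roughly 3 SD of noise, on plates passing a quality check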;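 note: median bead fluorescence of bound FAM aptamer so fluorescent compounds give negative values; no value below 0 was filed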
Efflux pump inh: inhibitors of Candida efflux pumps in yeast, primary screen, S. cerevisiae, Nile Red, multiplex | S. cerevisiae Candida pump triplex | inhibition, % at 10 µM | AID 485275, 2010 | hit rate 0.44% among 330,000;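 active = plate passing quality check with inhibition over a set limit, or well fluorescence over plate mean plus 4 SD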;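 note: Nile Red retained in pooled yeast measured as flow cytometry median fluorescence; 0% = buffer negative control and 100% = Enniatin B positive control; higher means more Nile Red kept so more efflux inhibition; some compounds called inactive have numbers as strong as hits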
MEX-5 binding: MEX-5 zinc finger RNA-binding disruptors – biochemical, C. elegans, fluorescence polarization, MLPCN library, primary screen. hit rate 0.38% among 300,000. AID 1832, 2009. activity score (negative = inhibition of binding), % at 10 µM. Zinc finger protein mex-5 (Caenorhabditis elegans), Q9XUB2. MEX-5/FITC-TCR2 RNA binding; stronger effect = lower value;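 active = inhibition past about -25% in most replicates, and total fluorescence under double the plate's negative control median, limit read from the data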;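 note: 0% = DMSO and -100% = 5 µM competing unlabeled TCR2 RNA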
Bcl-xL primary: inhibitors of human Bcl-xL, primary screen, biochemical, fluorescence polarization, HTS. Bcl-2-like protein 1 (Homo sapiens), Q07817. GST-Bcl-xL / FITC-Bim BH3 peptide fluorescence polarization. inhibition, % at 10.9 µM. hit rate 0.7% among 320,000;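 active = inhibition above the mean of all tested compounds plus 3 SD, cutoff set per campaign, cut at about 30% in these data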;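 note: 0% = DMSO wells and 100% = unlabeled Bim-BH3 peptide competitor; inhibitors lower millipolarization by displacing the labeled peptide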
Target sequence (Q07817 whole entry, looked up): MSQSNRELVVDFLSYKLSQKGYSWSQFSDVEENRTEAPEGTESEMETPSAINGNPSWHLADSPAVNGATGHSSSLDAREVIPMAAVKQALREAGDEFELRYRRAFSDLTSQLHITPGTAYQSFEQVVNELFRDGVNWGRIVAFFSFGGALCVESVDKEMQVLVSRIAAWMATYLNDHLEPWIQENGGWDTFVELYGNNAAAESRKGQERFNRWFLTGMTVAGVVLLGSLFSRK
Fam108B counter: mouse Fam108B serine hydrolase inhibitors, primary screen, counter-screen for RBBP9 inhibitor project, biochemical, fluorescence polarization. inhibition, % at 9.51 µM. recombinant Fam108B, FP-Rh probe fluorescence polarization. hit rate 0.33% among 300,000. AID 1947, 2009;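 active = inhibition above the screen mean inhibition plus 3 SD, computed separately per campaign, cut at about 18% in these data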;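 note: inhibitors lower polarization as less probe binds the enzyme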
VLA-4 inh: inhibition in human VLA-4 binding assay, primary screen, VLA-4 allosteric modulator project, MLPCN library, flow cytometry, VLA-4 expressing cells; hit rate 0.2% among 330,000; ligand binding flow cytometry; inhibition, % (about 7 µM as worked out from the volumes in the protocol); in the data active = inhibition above about 50%
GLD-1 TGE inh: GLD-1/TGE RNA complex disruptors, primary screen, biochemical, fluorescence polarization | Female germline-specific tumor suppressor gld-1 (Caenorhabditis elegans), Q17339 | purified GLD-1 + fluorescein TGE RNA | inhibition, % at 5.96 µM | hit rate 0.44% among 320,000;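 active = percent inhibition above a per-plate cutoff, the plate mean of test compounds plus 3 SD, cut at about 30% in these data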;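 note: 0% = DMSO wells with GLD-1 and probe and 100% = wells lacking GLD-1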
Starred values were filed as active, the others as inactive; nt = not tested or not shown.

SMILES | PME-1 inh | MCL1 BIM primary | GRK2 inh | Efflux pump inh | MEX-5 binding | Bcl-xL primary | Fam108B counter | VLA-4 inh | GLD-1 TGE inh
Cc1cc(C)c(C#N)c(Nc2ccc3c(c2)OCCO3)n1 | 0 | 1 | 4 | 0.1 | -1.6 | 1 | 1 | 5 | 6
O=C(C1CC1)N1CCc2cc(Br)cc(S(=O)(=O)N3CCCCCC3)c21 | 8 | 8 | 0 | -0.1 | 1.4 | 7 | -5 | 19 | 0
COc1ccc(-n2c(Cn3c(=O)sc4ccccc43)nnc2SCC(=O)N2CCCC2)cc1 | -3 | 2 | 3 | 0.2 | nt | 0 | 0 | 36 | 1
Fc1ccccc1COc1ccc(/C=N/NC(=S)NCc2ccccc2)cc1 | 2 | -2 | 2 | 0.2 | 1.8 | -3 | -5 | 20 | 1
COc1ccc(-n2c(SCc3ccc([N+](=O)[O-])cc3)nnc2-c2ccc(C)cc2)cc1 | 18 | -8 | 4 | 0.5 | -2.8 | -6 | -5 | 13 | 5
O=C1NC(=Nc2ccc(O)cc2)S/C1=C/c1ccco1 | 0 | 14 | 0 | -0.2 | -2.0 | 11 | 5 | 12 | 2
CCOC(=O)C1CCCN(C(=O)c2ccc(C)c(S(=O)(=O)N3CCCCC3)c2)C1 (stereo unspecified) | 9 | 0 | 1 | -0.1 | nt | 3 | nt | 4 | -5
CN/C(=C/[N+](=O)[O-])NCCSCc1csc(CN(C)C)n1 | -14 | 3 | 3 | -0.1 | nt | 7 | -13 | 24 | 7
Cc1ccc(NC(=S)NCC(O)c2ccccc2)c(C)c1 (stereo unspecified) | -1 | 12 | 2 | 0.1 | 1.9 | 4 | 0 | 16 | 1
O=C(Nc1ccc2c(c1)OCO2)c1cccc(F)c1 | -1 | 3 | 0 | -0.1 | 0.7 | 6 | 0 | -13 | 4

Overlap with the part before: 2 compounds; new compounds follow.
SMILES | PME-1 inh | MCL1 BIM primary | GRK2 inh | Efflux pump inh | MEX-5 binding | Bcl-xL primary | Fam108B counter | VLA-4 inh | GLD-1 TGE inh
Cc1ccc(NC(=S)NCC(O)c2ccccc2)c(C)c1 (stereo unspecified) | -1 | 12 | 2 | 0.1 | 1.9 | 4 | 0 | 16 | 1
O=C(Nc1ccc2c(c1)OCO2)c1cccc(F)c1 | -1 | 3 | 0 | -0.1 | 0.7 | 6 | 0 | -13 | 4
Cc1cccc(N2CCN(Cc3ccoc3)CC2)c1C | 6 | 3 | 0 | 0.0 | 0.1 | 7 | 1 | 8 | -2
O=C(COC(=O)c1cc(Br)ccc1O)NC1CCCCCC1 | -4 | -5 | 0 | -0.2 | -0.8 | 0 | -1 | 4 | -5
C[C@H](NC(=O)c1ccco1)C(=O)Nc1cccc([N+](=O)[O-])c1 | -2 | 8 | 0 | -0.2 | -1.0 | 4 | 5 | 12 | -4
Cc1cc(C)nc(NNC2=CC(=[N+]3CCCC3)CCC2)n1 | 0 | -22 | 2 | 0.1 | -15 | -6 | 2 | 2 | -2
COc1ccc(S(=O)(=O)N2CCN(CC(=O)NC3CC3)CC2)cc1 | 5 | 4 | 1 | 0.0 | -3.3 | 5 | 2 | -4 | 7
OCCC1CN(CC(c2ccccc2)c2ccccc2)CCN1C1CCCC1 (stereo unspecified) | 3 | 4 | 1 | 0.1 | 0.4 | 4 | 1 | 15 | 1
N#Cc1c(SCC(N)=O)nc(-c2ccccc2)c2c1CCCC2 | 9 | 10 | 3 | 0.0 | -0.5 | 6 | 7 | -13 | 4
CCOc1cc(N2CCOCC2)c(OCC)cc1NC(=O)CSc1n[nH]c(N)n1 | -1 | -1 | 7 | 0.0 | -1.3 | 2 | 0 | 1 | 5
CCOc1ccc(N(CC(=O)OC)S(=O)(=O)c2ccc(OC)c(OC)c2)cc1 | 4 | 4 | 1 | 0.2 | -0.9 | -2 | -1 | -6 | 2
COC(=O)c1sc2ncn(CC(=O)N(C)C3CCCCC3)c(=O)c2c1C | 5 | 11 | 2 | 0.1 | -4.2 | 12 | 1 | -10 | -5
COc1ccc(C(=O)O/N=C/c2ccc(S(=O)(=O)c3ccc(Cl)cc3)nc2)cc1 | -3 | -7 | 0 | 0.3 | 0.8 | -2 | -3 | -11 | 2
COc1ccccc1NC(=O)c1ccc(S(=O)(=O)N2CCCC(C)C2)cc1 (stereo unspecified) | 2 | 11 | 2 | 0.2 | -0.2 | 2 | -3 | 9 | -1
COc1cc(OC)cc(C(=O)Nc2nnc(Cc3ccc(OC)c(OC)c3)s2)c1 | -3 | -2 | 2 | -0.1 | 1.5 | 2 | -2 | 4 | 3
O=C(CNC(=O)c1cccc(Br)c1)N/N=C/c1ccc[nH]1 | 0 | 6 | 1 | 0.0 | 0.6 | 6 | -3 | 26 | -2
COC(=O)[C@@]1(Cc2ccc(F)cc2)[C@H]2c3cc(C(=O)N4CCCC4)n(Cc4ccc(C(F)(F)F)nc4)c3C[C@H]2CN1C(=O)c1ccccc1 | 0 | 2 | 1 | 0.0 | 2.4 | -1 | 1 | 10 | 3
O=C(NCCn1ccc2ccccc21)c1ccc(S(=O)(=O)N2CCOCC2)cc1 | -2 | 5 | 4 | -0.1 | -5.4 | 2 | 3 | 6 | 4
O=C(c1cc(-c2ccccc2)nc2ccccc12)N1CCN(c2ccccn2)CC1 | -2 | 9 | 0 | 0.0 | 0.8 | 6 | -2 | 13 | 3
COc1cccc(NC(=O)c2ccc3nc(C)sc3c2)c1 | -4 | 3 | 0 | 0.1 | 0.6 | 1 | 4 | 18 | 6
CCC(=O)N1CCc2cc(Br)cc(S(=O)(=O)NCCN3CCCC3)c21 | 7 | 7 | 0 | -0.2 | -0.1 | 6 | 1 | 5 | -4
O=C(CSc1nnc(SCc2cccc3ccccc23)s1)N=Nc1c(O)[nH]c2ccccc12 | 9 | -10 | 0 | 0.5 | nt | -5 | -8 | 6 | 0
Cc1ccc[n+](CC(=O)Nc2ccc([N+](=O)[O-])cc2)c1 | 0 | 2 | 0 | 0.2 | -2.9 | 1 | 5 | -1 | -1
CC(C)(C)c1ccc(C(=O)Nc2cnccn2)cc1 | -3 | 5 | 9 | 0.0 | 0.6 | 4 | 0 | -2 | -3
CCOC(=O)Nc1ccc(C(=O)Oc2ccccc2)c(O)c1 | 17 | 6 | 0 | 0.1 | 2.9 | 4 | 0 | 18 | 9
COc1ccc(S(=O)(=O)N2CCc3cc4c(cc3C2C)OCCCO4)cc1 (stereo unspecified) | 7 | 7 | 0 | -0.1 | 4.6 | 0 | 2 | -6 | -6
O=C(O)C1Nc2c(C(=O)N3CCOCC3)cccc2C2C=CCC12 (stereo unspecified) | -16 | 68* | 38 | -0.2 | -57* | 50* | 4 | -2 | 17
COc1ccccc1NC(=O)NC(=O)N(C(C)C)S(C)(=O)=O | -17 | -2 | 4 | -0.2 | 1.1 | 0 | -2 | 3 | 3
C1=Nc2c(Nc3ccccc3)ncnc2Oc2ccccc21 | 6 | 7 | 4 | 0.3 | 0.0 | 0 | 3 | nt | 3
COc1ccccc1NC(=O)COC(=O)C1C2CC3OC(=O)C1C3C2 (stereo unspecified) | 1 | 6 | 3 | 0.0 | -3.1 | 4 | 1 | 5 | 3
O=C(CCc1nc2sc3c(c2c(=O)[nH]1)CCCC3)NCC(=O)Nc1ccccc1Br | 0 | 14 | 0 | 0.3 | nt | 10 | nt | -14 | -10
CCN(CC)C(=O)C1CCCc2c1[nH]c1ccc(Cl)cc21 (stereo unspecified) | 7 | 18 | 0 | -0.2 | -14 | 18 | -1 | 9 | 15
Cc1ccccc1NC(=O)Cc1nc(CN(C)CC(=O)Nc2cccc(F)c2)cs1 | -3 | -9 | 0 | 0.2 | nt | -5 | nt | -3 | 0
CCc1ccccc1OCCCCN1CCCCC1 | -4 | 5 | 0 | -0.1 | -1.1 | 4 | 0 | 0 | 2
Nc1[nH]c(N=NC(=O)c2ccccc2O)c2ccccc12 | 0 | 12 | 0 | -0.4 | -12 | 5 | 11 | 14 | -2
CCOC(=O)C1CN(S(=O)(=O)c2ccc(OC)cc2)c2cc(S(=O)(=O)CC)ccc2O1 (stereo unspecified) | -17 | 2 | 1 | 0.0 | 1.7 | 4 | 4 | -4 | 2
COc1ccccc1CC(=O)Nc1ccc(S(=O)(=O)N2CCCC2)cc1 | 8 | -4 | 2 | -0.2 | -3.7 | 2 | -3 | 13 | -6
CC(=O)NCCc1nc2cc(NC(=O)COc3ccc(C)cc3)ccc2n1C | -10 | 1 | 3 | -0.2 | -2.2 | 5 | -3 | 2 | 9
Cc1cc(C)n(-c2cc(-n3nc(C)cc3C)ncn2)n1 | 5 | 0 | 0 | 0.1 | 1.4 | -3 | 3 | 5 | -8
Cc1ccc(OCCNC(=O)c2cccc(Oc3ccc(C(F)(F)F)cc3[N+](=O)[O-])c2)cc1 | 6 | 2 | 0 | 0.6 | 1.1 | 1 | -5 | 0 | 2
CC(=O)NC(Cc1ccccc1C)C(=O)NC1CCN(c2ncccc2[N+](=O)[O-])CC1 (stereo unspecified) | 5 | 6 | 0 | -0.1 | -0.9 | 4 | -1 | 5 | 6
CCOC(=O)N1CCC(Nc2nc3ccccc3n3cnnc23)CC1 | 1 | -9 | 0 | -0.2 | 2.5 | 3 | 3 | -7 | -5
COc1ccc(Cc2nc3ccccc3c(=O)n2N)cc1OC | 2 | 6 | 3 | 0.0 | -0.7 | 2 | 1 | 13 | 5
COc1ccccc1C(=O)NNC(=O)c1nn(Cc2ccccc2)c(=O)c2ccccc12 | -2 | 7 | 17 | 0.1 | 5.0 | 4 | -1 | 0 | 0
COc1ccc(C(=O)Nc2ccnn2C2CCN(Cc3cn(C)nc3C)CC2)cc1 | 3 | 5 | 0 | 0.0 | 1.1 | 2 | -2 | 17 | -10
COc1ccccc1NC(=O)c1ccccc1NC(=O)c1ccccc1C(=O)O | -10 | 8 | 7 | -0.2 | -1.6 | 2 | -1 | 9 | 0
O=C(COC(=O)CCSc1ccc(Cl)cc1)NCc1ccc(Cl)cc1 | 4 | 3 | 1 | -0.1 | 0.4 | 0 | -4 | 1 | 8
CCCCN1CC(O)=C(c2nc(-c3ccc(Cl)cc3)cs2)C1=N | -2 | 1 | 0 | 0.5 | -1.4 | 4 | 3 | -1 | 9
CCOc1ccccc1NC(=O)COc1ccc(S(=O)(=O)N2CCCC2)cc1 | -13 | -3 | 1 | 0.2 | -0.6 | 0 | 3 | 1 | -4
COc1ccc(NC(=O)CN(C)C(=O)CN2C(=O)C3CCCCC3C2=O)cc1 (stereo unspecified) | -1 | -4 | 0 | -0.1 | -0.5 | 2 | -3 | 10 | 5
CC(=O)c1sc(NC(=O)CCCc2nc3ccccc3c(=O)[nH]2)nc1-c1ccccc1 | 3 | -3 | 0 | 0.2 | nt | 0 | nt | 13 | 6
O=C1CNC(=S)N1c1nc(-c2ccccc2)cs1 | 0 | -3 | 2 | 0.1 | -0.6 | -2 | -2 | 0 | -4

Screening results: PubChem BioAssay, several laboratories

Only part of the results is shown; count on the stated rates, not on these rows.
